# Compound activity deposited in PubChem by several laboratories.
# phage Ecoli inh: E. coli growth loss with phage present | 360,000 tested, 0.26% active | inhibition, % at 11.9 µM | growth absorbance; in the data active = inhibition above about 11%
# SR-BI DiI-HDL act: activators of SR-BI mediated HDL lipid uptake; CHO ldlA[mSR-BI] cells, DiI-HDL uptake fluorescence, 3 h; 100 = double the neutral-control signal; activation, % at 12.5 µM; 320,000 tested, 0.096% active;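 active = mean replicate activation of at least 60% and every replicate at or above 60%; inconclusive = mean or all-replicate condition met, but not both; inactive = mean below 60% and not all replicates reaching 60%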;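 also: 0% = median plate neutral-control signal and 100% = twice that signal; values of inactives mirror those of a sister screen read the other way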
#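 material = CHO ldlA[mSR-BI] cells | medium = Ham's F12 with 0.5% BSA, HEPES 25 mM, pH 7.4 | reagent = fluorescent DiI-HDL, 10 µg/mL final | compound dosing = single-point compound dose | incubation = 3 h, 37 °C | measured by = bottom-read fluorescence, 550/595 nm | measure = HDL uptake via cellular fluorescence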
# Wnt act: activates Wnt/beta-catenin signaling in a reporter cell assay. 300,000 tested, 1.2% active. activator, plate reader. activation, % at 9.35 µM. AID 743398; in the data active = activation above about 30%, passing the limit was not always enough; inconclusive = no clear call, values can overlap the other calls;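 also: 0% = neutral control wells and 100% = positive control wells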
# MITF TRPM1 HTS: MITF TRPM1 promoter activation in melanoma cells; SK-MEL-5 TRPM1-promoter luciferase, 24 h; % of positive control, neutral wells = 0; activation, % at 12.5 µM; 300,000 tested, 0.75% active; AID 588334;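 active = mean activation of at least 80% with every replicate also reaching 80%; inconclusive = mean reaches 80% but some replicate falls short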;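 also: 0% = neutral control wells and 100% = parthenolide positive control wells; values of inactives mirror those of a sister screen read the other way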
# CAL PDZ FP-1: blocks peptide binding to the human CAL PDZ domain | AID 602252 | Q9HD26 | inhibition, % at 24.9 µM | purified CAL PDZ, TMR-peptide fluorescence polarization, 1 h | 300,000 tested, 0.92% active;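 active = mean inhibition of at least 30% with at least half of replicates also reaching 30%; inconclusive = no clear call, values can overlap the other calls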;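 also: 0% = DMSO neutral control and 100% = excess unlabeled competitor peptide PRC23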
# E coli growth: counter-screen for AddAB inhibitors: E. coli growth inhibition. E. coli V3065 growth, OD600 absorbance, 18 h. inhibition, % at 11.9 µM. 330,000 tested, 0.27% active. AID 449728;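 active = inhibition above the campaign's mean inhibition across all tested compounds plus 3 SD, cut at about 9.9% in these data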;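 also: uninfected addAB+ strain grown without phage in ampicillin broth; 0% = DMSO wells and 100% = ciprofloxacin 0.95 µg/ml wells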
# SR-BI DiI inh: blocks mouse SR-BI lipid uptake from DiI-HDL; Q61009; ldlA[mSR-BI] CHO cells, DiI-HDL uptake fluorescence, 3 h; inhibition, % at 12.5 µM; 320,000 tested, 0.96% active; AID 488896;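 active = mean replicate inhibition of at least 70% and a set share of replicates each scoring 70 or more; inconclusive = meets just one of the two criteria; inactive = fails both criteria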;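 also: 0% = median of neutral control wells and 100% = median of positive control wells; values of inactives mirror those of a sister screen read the other way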
# Target sequence (Q61009 whole entry, looked up): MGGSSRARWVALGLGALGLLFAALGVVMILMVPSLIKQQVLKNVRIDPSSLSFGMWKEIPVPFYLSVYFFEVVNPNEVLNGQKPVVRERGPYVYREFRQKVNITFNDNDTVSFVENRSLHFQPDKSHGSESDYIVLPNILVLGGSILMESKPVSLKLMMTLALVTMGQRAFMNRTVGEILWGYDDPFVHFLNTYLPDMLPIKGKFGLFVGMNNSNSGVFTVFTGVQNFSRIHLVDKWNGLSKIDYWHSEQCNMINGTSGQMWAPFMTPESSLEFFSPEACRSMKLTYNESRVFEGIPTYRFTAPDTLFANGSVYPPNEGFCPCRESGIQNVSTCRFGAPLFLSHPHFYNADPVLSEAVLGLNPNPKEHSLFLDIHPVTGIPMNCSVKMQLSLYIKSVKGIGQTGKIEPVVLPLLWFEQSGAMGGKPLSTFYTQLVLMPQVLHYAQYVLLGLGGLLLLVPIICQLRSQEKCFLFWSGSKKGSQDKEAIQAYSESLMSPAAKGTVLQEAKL
# Tat export inh: blocks Tat-dependent protein export in E. coli; AID 488895; 340,000 tested, 0.036% active; E. coli MC4100 TorA-mCherry Tat export, fluorescence; inhibition, % at 10 µM;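 active = mean replicate inhibition at least 50% and at least half of replicates individually reaching 50%; inconclusive = only one of the two criteria met; inactive = neither criterion met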;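 also: exported cargo escapes ClpAP degradation while cytoplasmic cargo is degraded and loses fluorescence; 0% = median of neutral control wells and 100% = median of NaSCN control wells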
# AddAB inh: less growth of phage-infected E. coli with AddAB | E. coli expressing H. pylori AddAB, absorbance growth | inhibition, % at 11.9 µM | 330,000 tested, 0.29% active | AID 435030; in the data active = inhibition above about 12%;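 also: 0% = vehicle wells of infected cells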
# CAL PDZ FP-2: inhibitors of human CAL PDZ peptide binding. Q9HD26. purified CAL PDZ, TMR-peptide fluorescence polarization, 1 h. inhibition, % at 20 µM. 330,000 tested, 0.02% active. AID 504414;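 active = highest replicate inhibition of at least 40%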;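 also: plate controls were DMSO neutral control wells for no effect and unlabeled competitor peptide control wells for full effect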
#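 Read-out basis: mP drop reported as inhibition | Assay system: Tagged CAL PDZ protein CerCALP, purified | Benchmarks: Unlabelled peptide for full inhibition, DMSO wells as neutral | Schedule: 1 h incubation at room temperature before polarization reading | Buffer or medium: Sodium phosphate/NaCl buffer pH 7.4 with TCEP, IgG, Thesit | Doses: Single point, 20 µM | Measured by: Fluorescence polarization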
# Numbers without * were called inactive; ? = inconclusive; nt = not tested or not shown. Compounds as they come; about 3.6% have a hit in one of these screens.
# The line under a structure holds: phage Ecoli inh	SR-BI DiI-HDL act	Wnt act	MITF TRPM1 HTS	CAL PDZ FP-1	E coli growth	SR-BI DiI inh	Tat export inh	AddAB inh	CAL PDZ FP-2
O=C(O)/C=C/C(=O)N(Cc1ccc2c(c1)OCO2)C1CC(=O)N(CCc2ccccc2)C1=O (centres undefined)
 : 1.9	-7	-1	4	nt	2.2	7	1	-0.6	0.8
O=C1CCCC2=C1C(c1ccccc1)CC(=O)N2c1ccccc1 (centres undefined)
 : 2.6	23	nt	-5	nt	1.6	-23	-1	2.5	-0.6
CCc1nn(CCCC(=O)N2CCN(c3cccc(C)c3C)CC2)c(=O)c2cc3occc3n12
 : 2.2	-30	2	5	-4	0.0	30	25	0.8	-3.4
N/C(=N\OC(=O)c1ccccc1Br)c1ccc([N+](=O)[O-])cc1
 : -0.2	2	7	nt	-2	1.0	-2	-9	6.0	-1.3
COc1ccc(-c2ccncc2)cc1OC
 : 2.9	11	1	-2	-4	0.4	-11	-1	3.6	-1.3
CCCC(=O)NC1=C(C#N)C2(CCCCC2)Cc2ccccc21
 : 1.4	25	2	-2	1	0.8	-25	6	3.7	nt
CNC(=S)NNC(=O)Cn1ccc(C)n1
 : 2.0	40	nt	-14	nt	-1.3	-40	9	-1.1	0.6
Cc1cc(Sc2ncnc(N)c2[N+](=O)[O-])ncn1
 : nt	6	nt	-77	0	2.4	-6	-12	3.1	-23
CCOc1ccc(C(=O)COC(=O)c2cc([N+](=O)[O-])ccc2N2CCOCC2)cc1
 : -0.1	-79	-2	-23	-3	1.8	79*	-1	2.2	-2.0
COc1ccc(OC)c(NC(=O)c2cc(OC(C)=O)cc(C(=O)Nc3cc(OC)ccc3OC)c2)c1
 : 1.5	-28	1	-4	-3	-1.8	28	7	-1.2	-1.9
FC(F)(F)c1cnc(NNC(=S)Nc2ccc(Cl)cc2)c(Cl)c1
 : 2.7	-44	nt	-48	-2	1.6	44	-13	9.7	-0.5
Cc1cccc2c1CC(C)(C)N=C2C1=C(O)CC(C)(C)CC1=O
 : -1.2	20	nt	-22	-1	0.3	-20	5	2.7	nt
Cc1cc(=O)n2[nH]c(-c3ccsc3-n3c(C)ccc3C)cc2n1
 : 0.7	nt	-2	-7	3	-0.1	nt	7	0.1	-0.5
Cc1ccc2oc(-c3ccc(NC(=O)c4cccnc4)cc3)nc2c1
 : 1.0	-56	nt	21	-3	-2.2	56	-5	4.5	-2.0
COc1ccccc1Nc1ccc2c(O)cc(S(=O)(=O)O)cc2c1
 : 0.9	-12	-2	12	3	nt	12	-6	nt	0.7
COCCN(C(=O)CN1CCN(S(=O)(=O)c2ccc(F)cc2)CC1)c1c(N)n(Cc2ccccc2)c(=O)[nH]c1=O
 : 0.7	34	8	-8	-2	-1.5	-34	-6	-0.3	1.1
CCC(C)NC(=O)C1c2cc(OC)c(OC)cc2C(=O)N(C)C1c1cccs1 (centres undefined)
 : 1.1	-1	-6	nt	-7	-0.6	1	-6	0.4	nt
O=C1Nc2ccccc2Oc2cc([N+](=O)[O-])cc(Oc3ccccc3)c21
 : 3.7	37	2	-11	-2	-3.9	-37	12	1.6	-0.8
COc1ccc(Cc2nnc(Nc3c(C)cccc3C)o2)cc1OC
 : 3.4	0	-4	nt	nt	0.2	0	8	0.2	-1.4
CC(=O)c1ccc(N2CCN(C(=O)CCC(=O)Nc3ccc4nc(N5CCN(C)CC5)cc(C)c4c3)CC2)cc1
 : -0.1	-5	1	12	-1	-0.9	5	-5	0.6	-1.1

# Three entries out of the list above, sorted by the number in CAL PDZ FP-2, lowest first.
SMILES	phage Ecoli inh	SR-BI DiI-HDL act	Wnt act	MITF TRPM1 HTS	CAL PDZ FP-1	SR-BI DiI inh	Tat export inh	AddAB inh	CAL PDZ FP-2
N/C(=N\OC(=O)c1ccccc1Br)c1ccc([N+](=O)[O-])cc1	-0.2	2	7	nt	-2	-2	-9	6.0	-1.3
CNC(=S)NNC(=O)Cn1ccc(C)n1	2.0	40	nt	-14	nt	-40	9	-1.1	0.6
COCCN(C(=O)CN1CCN(S(=O)(=O)c2ccc(F)cc2)CC1)c1c(N)n(Cc2ccccc2)c(=O)[nH]c1=O	0.7	34	8	-8	-2	-34	-6	-0.3	1.1

# (continued)
# The line under a structure holds: phage Ecoli inh	SR-BI DiI-HDL act	Wnt act	MITF TRPM1 HTS	CAL PDZ FP-1	E coli growth	SR-BI DiI inh	Tat export inh	AddAB inh	CAL PDZ FP-2
Cc1ccccc1NS(=O)(=O)c1ccc(C(=O)OCC(=O)NCC(C)C)cc1
 : 3.4	2	-3	-10	0	-1.9	-2	11	3.8	-0.4
COCCn1c(=O)[nH]c2cc(C(=O)NCCc3ccc(OC)c(OC)c3)ccc2c1=O
 : 1.9	-1	0	-1	-4	-0.2	1	-4	-0.1	-0.8
Cc1cccc(NC(=O)c2ccc3c(c2)CCN3S(C)(=O)=O)c1C
 : -1.2	-21	1	3	-5	-0.4	21	3	2.7	-0.3
COc1ccc(C(=O)Oc2ccc3ccc(=O)oc3c2)cc1
 : -0.9	-16	3	17	2	0.2	16	-10	1.2	-0.6
N#Cc1ccccc1OCC(=O)OCC(=O)NC1CCCCC1
 : 2.1	13	-3	-6	-2	nt	-13	4	nt	0.6
O=C(Cn1cnc2c(cnn2-c2ccc(F)cc2)c1=O)NCCc1ccccc1
 : 3.0	-4	-4	-7	nt	-0.1	4	14	-2.3	-0.3
O=C(O)CCC(=O)N1CCc2cc(S(=O)(=O)N3CC=C(c4ccccc4)CC3)ccc21
 : 3.6	18	0	-15	0	-2.8	-18	3	-2.0	-0.4
COc1ccc(-c2nc3cc(NC(=O)c4ccc5c(c4)OCO5)ccc3o2)cc1
 : 1.9	-34	-16	nt	0	-1.3	34	-1	0.2	-3.3
N#Cc1ccccc1Cn1c(=O)n(Cc2ccc(C(=O)NCc3ccco3)cc2)c(=O)c2ccccc21
 : -1.0	-24	-3	-6	2	1.1	24	2	3.7	-1.0
CC(C)=NN/C(N)=N/C(=S)Nc1ccc(C)cc1
 : 2.5	-2	0	66	-3	-3.1	2	-5	0.0	-2.9
CN(C)S(=O)(=O)c1cccc(C(=O)Nc2n[nH]c(C(F)(F)F)n2)c1
 : 0.5	0	1	-12	-3	-1.1	0	-8	0.4	-0.1
CC1=CC(C)C(C[N+]2(C)CCCCC2)C(C)C1 (centres undefined)
 : 3.0	6	-5	-1	-1	-0.9	-6	-2	6.8	-2.1
COc1ccc(/C=N/NC(=O)c2cc3cc(OC)c(OC)cc3[nH]2)cc1
 : 2.8	-37	2	5	1	0.3	37	6	1.6	3.9
CCN(CC)S(=O)(=O)c1ccc(NC(=O)COC(=O)CN2C(=O)c3ccccc3C2=O)cc1
 : 2.2	-3	nt	-4	nt	-0.6	3	-4	0.7	-0.6
CCC(C(=O)Nc1ccc(C(=O)N2CCCC2)cc1)c1ccccc1 (centres undefined)
 : 2.4	14	-3	-8	-4	-1.2	-14	6	0.4	-1.2
COc1ccc2cc(-c3[nH]ncc3CN3CCCCO3)ccc2c1
 : 3.9	-25	3	34	-4	-5.1	25	6	-4.1	-1.9
O=C(Nc1ccc(-c2nc3ncccc3o2)cc1)c1ccc(Br)o1
 : 4.6	nt	21	30	-1	1.2	nt	12	1.3	-1.6
CCc1ccccc1NC(=O)C1CC(c2ccc(OC)cc2)=NO1 (centres undefined)
 : 2.9	-5	-5	-1	0	0.3	5	22	0.5	-0.7
COc1ccc(C2=Nn3c(nnc3C3CCCCC3)SC2)cc1OC
 : 1.6	10	6	3	-3	-2.3	-10	4	0.5	-0.9
CCn1c(SCC(=O)NCc2ccco2)nnc1-c1ccc(N)cc1
 : -0.2	9	-2	4	-5	-1.5	-9	-6	2.9	nt
CCOc1cc2[nH]c(=S)n(CCCCC(=O)NCc3ccco3)c(=O)c2cc1OCC
 : 2.0	-2	nt	-2	-3	-5.7	2	6	0.3	nt
c1cncc(COC2CCCN(Cc3nc(-c4cccs4)no3)C2)c1 (centres undefined)
 : 3.4	5	7	9	2	-0.6	-5	0	0.7	-2.2
Cc1cc(CN2CCC(n3nccc3NC(=O)c3ccccc3C)CC2)n[nH]1
 : 2.7	19	-1	5	-2	-0.9	-19	-6	3.3	-2.5
Cc1ccc2oc(=O)c3cc(C(=O)NCCCN4CCc5ccccc5C4)sc3c2c1
 : 2.7	-20	-6	-5	1	-1.4	20	5	-0.3	-3.1
O=C(NC1CCCC1)c1nc2c(nnn2Cc2ccccc2Cl)c(=O)[nH]1
 : -0.1	18	nt	5	-4	-1.9	-18	2	-0.9	-2.3
O=C(c1ccc(F)cc1)N1CCC(N2CCOCC2)CC1
 : -1.9	22	-4	13	-2	1.0	-22	2	2.5	-1.6
COc1cc(NC(N)=S)c(OC)cc1Cl
 : 3.4	9	0	-4	-7	-1.6	-9	0	2.7	-0.4
c1ccc(-c2cccc(-c3ccccn3)n2)nc1
 : nt	-4	-6	-53	nt	35*	4	-10	34*	-0.1
O=C(Nc1cccc(-c2ccc(N3CCOCC3)nn2)c1)c1ccc(F)cc1F
 : 3.4	-30	19	?	nt	0.5	30	7	-1.4	-0.8
CCN(Cc1ccccc1)C(=O)c1[nH]c2ccc(OC)cc2c1C
 : 0.8	-52	-4	-3	-3	nt	52	3	nt	-1.7
O=C(CCCn1c(SCC(=O)c2ccc(O)c(O)c2)nc2ccccc2c1=O)NCC1CCCO1 (centres undefined)
 : 0.5	-16	nt	6	-7	-1.5	16	5	0.3	-2.8
COc1ccc(C)cc1S(=O)(=O)N(CC(=O)Nc1cc([N+](=O)[O-])ccc1C)c1ccc(C)c(C)c1
 : 3.1	-35	-5	9	-2	0.7	35	-1	2.9	-0.5
CCN(CC(=O)NCc1cccs1)C(=O)c1cccc(Cl)c1
 : 1.2	14	3	8	-2	-4.7	-14	-8	-4.4	0.1
O=S(=O)(c1ccc2c(c1)OCCO2)N1CCN(c2ncnc3sccc23)CC1
 : 3.6	19	-4	0	-1	-0.5	-19	9	1.7	-1.6
CCOc1ccc(CN2CCN(Cc3cnn(CC)c3C)CC2CCO)cc1 (centres undefined)
 : 2.9	2	-2	-10	-2	-0.7	-2	1	3.2	-2.0
O=C(Nc1ccccc1C(=O)O)c1ccc(NC(=O)C2CCCO2)cc1 (centres undefined)
 : 0.6	nt	1	-5	1	-1.1	-4	2	1.8	-0.7
O=C(Nc1ccc2c(c1)OCO2)C1CC(=O)N(c2ccc3c(c2)OCCO3)C1 (centres undefined)
 : 3.4	-12	-3	18	nt	-0.3	12	-6	3.2	-0.4
